POLB inh = inhibitors of human DNA polymerase beta. P06746. Pol beta primer extension/strand displacement, fluorescence kinetic. Potency, µM (highest dose often 114 µM), for the others: top-dose activity change, negative = inhibition, hits mostly inhibitors. 1.3% of 340,000 active; further: on the % scale 0 is the no-effect control and ±100 the full control effect
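Curves were derived by four-parameter Hill fits of normalized qHTS data. The kinetic fluorescent primer-extension read was taken at 0 and 10 min after 50 nM substrate, following a 15 min room-temperature preincubation of 10 nM enzyme with compounds.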
BAZ2B inh = inhibitors of human BAZ2B bromodomain; 4.4% of 360,000 active; Potency, µM (titrated, usually from 114 µM), without a hit: top-dose activity change, negative = inhibition, actives largely listed as inhibitors; Q9UIF8; AlphaScreen BAZ2B-H3K14Ac peptide displacement; further: on the % scale 0 is the no-effect control and ±100 the full control effect; nearly all actives have a fitted effect of over 60% in size
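AlphaScreen luminescence quantifies BAZ2B engagement of H3K14Ac peptide; the protein and biotinylated peptide are both at 50 nM final, buffer PBS pH 7.4 with 0.01% Tween-20, all steps at room temperature.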
Pol eta inh = inhibitors of human DNA polymerase eta | Q9Y253 | recombinant Pol eta, fluorescent DNA replication assay | Potency, µM (doses to about 114 µM), for inactives: top-dose activity change, negative = inhibition, actives largely listed as inhibitors | 1.2% of 390,000 active | AID 588591; further: on the % scale 0 is the no-effect control and ±100 the full control effect
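Pol eta at 10 nM preincubated with compounds 15 min at room temperature; reaction started with fluorescent substrate (50 nM final) and read kinetically at 0 and 10 min.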
BLM inh = inhibitors of human Bloom syndrome helicase BLM. P54132. recombinant BLM DNA unwinding, fluorescence dequenching. Potency, µM (highest dose often 56.1 µM), for the others: at the top dose activity change, negative = inhibition, usual class: inhibitors. 0.2% of 350,000 active;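 further: plate controls were vehicle for no effect and no enzyme for full effect; nearly all actives have a fitted effect of over 35% in size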
JMJD2A Tudor = inhibitors of human JMJD2A Tudor domain; AlphaScreen JMJD2A-Tudor / H3K4me3 peptide binding; Potency, µM (titrated, usually from 114 µM), for the others: at the highest dose activity change, negative = inhibition, hits mostly inhibitors; AID 504339; 4.4% of 390,000 active; further: on the % scale 0 is the no-effect control and ±100 the full control effect; nearly all actives have a fitted effect of over 50% in size
Pol iota inh = inhibitors of human DNA polymerase iota; AID 588590; 1% of 390,000 active; Pol iota fluorescent replication assay, 10 min; Potency, µM (top dose mostly 115 µM), for the others: top-dose activity, negative = inhibition, most hits filed as inhibitors; Q9UNA4
Target sequence (Q9UNA4 whole entry, looked up): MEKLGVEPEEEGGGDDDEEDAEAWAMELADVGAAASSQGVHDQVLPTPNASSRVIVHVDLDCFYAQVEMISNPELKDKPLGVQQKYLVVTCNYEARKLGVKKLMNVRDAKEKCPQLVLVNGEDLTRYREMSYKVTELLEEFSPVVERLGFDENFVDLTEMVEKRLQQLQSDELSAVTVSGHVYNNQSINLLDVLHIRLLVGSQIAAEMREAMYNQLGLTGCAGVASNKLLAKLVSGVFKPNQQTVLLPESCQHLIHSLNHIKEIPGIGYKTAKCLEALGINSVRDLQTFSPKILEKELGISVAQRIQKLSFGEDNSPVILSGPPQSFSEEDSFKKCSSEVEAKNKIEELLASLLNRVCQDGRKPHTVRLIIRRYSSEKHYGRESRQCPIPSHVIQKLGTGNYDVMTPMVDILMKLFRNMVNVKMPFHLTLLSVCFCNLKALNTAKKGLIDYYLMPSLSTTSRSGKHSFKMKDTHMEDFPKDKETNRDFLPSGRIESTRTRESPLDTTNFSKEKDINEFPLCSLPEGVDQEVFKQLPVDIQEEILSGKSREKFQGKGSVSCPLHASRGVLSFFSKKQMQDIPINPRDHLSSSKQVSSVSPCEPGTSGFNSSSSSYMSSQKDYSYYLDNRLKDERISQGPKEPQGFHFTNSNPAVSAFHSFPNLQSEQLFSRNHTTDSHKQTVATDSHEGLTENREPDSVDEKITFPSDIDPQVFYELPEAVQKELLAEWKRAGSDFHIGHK
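Fluorescent replication assay read twice, at 0 min and 10 min after adding 50 nM (final) substrate. Enzyme (10 nM) and compounds were first incubated 15 min at room temperature; enzyme-free buffer wells were negative controls.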
G9a inh = blocks human histone lysine methyltransferase G9a | G9a H3K9 monomethylation, AlphaScreen, 2 h | 8.8% of 350,000 active | Q96KQ7 | Potency, µM (highest dose often 102 µM), for inactives: at the top dose activity, negative = inhibition, most hits filed as inhibitors; further: on the % scale 0 is the no-effect control and ±100 the full control effect; nearly all actives have a fitted effect of over 75% in size
Target sequence (Q96KQ7 913-1193 limits assumed): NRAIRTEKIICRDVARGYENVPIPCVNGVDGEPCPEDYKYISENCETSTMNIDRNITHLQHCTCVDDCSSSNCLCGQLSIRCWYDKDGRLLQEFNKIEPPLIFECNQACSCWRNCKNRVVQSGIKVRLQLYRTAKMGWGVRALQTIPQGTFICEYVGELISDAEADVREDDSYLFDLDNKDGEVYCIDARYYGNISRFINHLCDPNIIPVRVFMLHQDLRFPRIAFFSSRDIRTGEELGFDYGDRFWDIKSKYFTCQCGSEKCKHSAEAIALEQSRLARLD
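Chemiluminescent proximity detection of H3K9 monomethylation, read after 10 min bead incubation in the dark. Reaction: 20 nM G9a, 500 nM biotin-H3K9 peptide, 20 uM SAM cofactor, 2 h, room temperature, following 15 min enzyme-compound preincubation.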
APE1 inh = APE1 (human) endonuclease inhibition. Potency, µM (highest dose often 65.8 µM), without a hit: at the top dose activity change, negative = inhibition, usual class: inhibitors. AID 2517. recombinant APE1, TAMRA/BHQ-2 abasic DNA cleavage fluorescence. 0.35% of 350,000 active;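 further: plate controls were vehicle for no effect and reference inhibitor for full effect; nearly all actives have a fitted effect of over 55% in size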
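Endonuclease cleavage of a quenched abasic-site DNA duplex (50 nM) by APE1 (0.75 nM) was tracked by TAMRA dequenching. Compounds were preincubated with enzyme 15 min at room temperature; data normalized to buffer-only and DMSO wells plus NSC13755 control.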
Pol kappa inh = inhibitors of human DNA polymerase kappa. purified Pol kappa, fluorescent DNA synthesis assay, 10 min. Potency, µM (titrated, usually from 107 µM), for inactives: top-dose activity, negative = inhibition, most hits filed as inhibitors. 0.53% of 400,000 active. Q9UBT6; further: on the % scale 0 is the no-effect control and ±100 the full control effect
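Here, compound and 10 nM enzyme are combined for 15 min at room temperature; adding 50 nM substrate (final) starts DNA synthesis, tracked by fluorescence at 0 and 10 min against buffer-only wells.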
The depositor's hits bear a star; ? = inconclusive; / = not tested or not shown; & = joins results of further samples; ! = a repeat was not active; [ ] = another dose, or the depositor's remark. The call rests on the fitted dose curve; in most records, active means well fitted curve in the direction sought with a large enough effect; inconclusive means small, poorly fitted or top-dose-only effect, or another doubt; inactive means no such curve, though single readings can be large; an effect the other way counts as inactive or inconclusive. Potency means the concentration at half of the fitted maximal effect.

#	molecule	POLB inh	BAZ2B inh	Pol eta inh	BLM inh	JMJD2A Tudor	Pol iota inh	G9a inh	APE1 inh	Pol kappa inh
1	COc1ccc(C(=O)C(c2ccccc2)N2CCOCC2)cc1 (stereo not given)	-3%	?	-14%	-5%	-30%	-12%	50µM*	-4%	6%
2	COC(=O)c1ccc(-c2ccc(F)cc2)nc1C	10%	38%	-14%	3%	18%	-4%	53%	-3%	3%
3	COc1ccc(-c2cc(C(=O)OC(C)C(=O)c3ccccc3)c3cccc(Cl)c3n2)cc1 (stereo not given)	5%	13%	-9%	-3%	12%	24%	8%[59 µM]	/	6%
4	CC(=O)NCCC(=O)N1CCc2c([nH]c3ccccc23)C1c1cccc(C)c1 (stereo not given)	-17%	-35%	-24%	-6%	-20%[57.1 µM]	125%[activator]	-8%	-2%	-9%
5	COC(=O)c1ccccc1NC(=O)CSc1nnc2cc(C)c3cc(C)cc(C)c3n12	-29%	-21%	-13%	5%	-28%	6%	-34%[59 µM]	/	-4%
6	COCCN(C(=O)C1CCN(C(=O)c2ccccc2C)CC1)c1c(N)n(CC(C)C)c(=O)[nH]c1=O	/	?	-9%	/	89µM*	-10%	1.6µM*	38%	-4%
7	CC(=O)N1CCOc2cc(S(=O)(=O)NCc3ccccc3Cl)c(C)cc21	-14%	-2%	-3%	-7%	-16%	-9%	-26%[59 µM]	/	3%
8	CCN1CCN(c2ccc(S(=O)(=O)N3CCCCC3)cc2NC(=O)c2sccc2C)CC1	/	?	-9%	/	-29%	9%	2.2µM*	54%	-6%
9	CC(C)Cn1c(N)c(C(=O)CSc2nncs2)c(=O)n(C)c1=O	/	11%	1%	/	-5%	26%	-6%[12.7 µM]	3%	-2%
10	COc1c2ccoc2nc2c(OC)c(O)ccc12	0%	-1%	-14%	-4%	-8%	-2%	-5%	-5%	12%
11	O=C(CN1c2ccccc2S(=O)(=O)c2ccccc21)Nc1cccc(C(F)(F)F)c1	2%	-20%	-12%	-10%	-26%	-27%	-11%[59 µM]	/	-21%
12	O=C1C(SCCO)=C(SCCO)C(=O)c2ccccc21	5%[57.1 µM]	?	16µM*	8.9µM*	8.9µM*	1.1µM*	1.3µM*!	?	?
13	Cc1ccc(C(NC(=O)N2CCOCC2)C(Cl)(Cl)Cl)cc1F (stereo not given)	-9%	-3%	-23%	3%	-17%	43%[activator]	-13%	2%	-4%[60.1 µM]
14	CCCCOc1ccc(/C=C(\C#N)C(=O)NC2CC2)cc1	/	/	-4%	/	-13%	-19%	/	/	-4%
15	O=C(CSCc1ccccc1Cl)Nc1c[nH]c(=O)[nH]c1=O	-12%	5%	-17%	5%	-13%	5%	-21%[59 µM]	-2%	9%
16	Cc1ccc(/C=C/C(=O)NC(=S)Nc2ccccc2C(=O)NC2CCCCC2)cc1	8%	0%	2%	-1%	-8%	2%	32%[0.0925 µM]	3%	-2%
17	CCN(C(=O)c1c(OC)cccc1OC)c1nnc(-c2cccnc2)s1	-23%	3%	-6%	1%	-10%[11.4 µM]	-4%	-2%[59 µM]	8%	-3%
18	COc1ccc(CNS(=O)(=O)c2ccc(N3CCCCS3(=O)=O)cc2)cc1	-2%	-8%	-11%	2%	0%	-4%	-1%[59 µM]	/	-6%[60.1 µM]
19	CC(=O)Nc1ccc(NS(=O)(=O)c2cc(-c3n[nH]c(=O)c4ccccc34)ccc2C)cc1	-5%	79µM*	9%	-2%	-17%	?	-26%	-4%	-8%
20	CCOC(=O)Cc1csc(NS(=O)(=O)c2ccccc2)n1	3%	-4%[57.1 µM]	-14%	-2%	-16%	6%	9%	3%	-12%
21	CCOc1cc(CNS(=O)(=O)c2cn(C)cn2)cc(OCC)c1OCC	-9%	-15%	-4%	1%	-11%	21%	64%[activator]	71%[activator]	21%
22	O=C(O)c1cccc(N/N=C(\N=Nc2ccccc2)c2ccccc2)c1	/	14µM*	-4%	/	40µM*	-21%	?	3%	-3%
23	COCCCNCCOc1ccc(C(C)(C)c2ccccc2)cc1	5%	?	-14%	4%	18µM*	70%[activator]	20µM*	-3%	-5%
24	CC(NC(=O)c1ccccc1)C(=O)OCC(=O)N1c2ccccc2Sc2ccccc21 (stereo not given)	-9%	-3%	-5%	-3%	-36%	14%	-24%	?	-6%
25	CCC1CCCCN1CCCNC(=O)c1c(O)nc2cc(C)ccn2c1=O (stereo not given)	-1%&-1%	-3%&-2%	0%&-8%	3%&2%	-17%&-1%	0%&22%	-13%[59 µM]	-6%	-7%&3%

3 structures out of the list, arranged by molecular weight, ascending:
#	molecule	POLB inh	BAZ2B inh	Pol eta inh	BLM inh	JMJD2A Tudor	Pol iota inh	G9a inh	APE1 inh	Pol kappa inh
12	O=C1C(SCCO)=C(SCCO)C(=O)c2ccccc21	5%[57.1 µM]	?	16µM*	8.9µM*	8.9µM*	1.1µM*	1.3µM*!	?	?
13	Cc1ccc(C(NC(=O)N2CCOCC2)C(Cl)(Cl)Cl)cc1F (stereo not given)	-9%	-3%	-23%	3%	-17%	43%[activator]	-13%	2%	-4%[60.1 µM]
24	CC(NC(=O)c1ccccc1)C(=O)OCC(=O)N1c2ccccc2Sc2ccccc21 (stereo not given)	-9%	-3%	-5%	-3%	-36%	14%	-24%	?	-6%

Next part
#	molecule	POLB inh	BAZ2B inh	Pol eta inh	BLM inh	JMJD2A Tudor	Pol iota inh	G9a inh	APE1 inh	Pol kappa inh
26	COCCNC(=O)c1nn(-c2ccc(C)cc2)c(=O)n(C)c1=O	9%	-2%	-3%	0%	-6%	-6%	4%[59 µM]	/	-6%[60.1 µM]
27	Cc1cccc(-n2c(SCC(N)=O)nc3c(oc4ccccc43)c2=O)c1	-1%	3%	-21%	-1%	-3%	36%[activator]	8%[59 µM]	/	4%
28	O=C(COc1ccc2c(-c3ccccc3)cc(=O)oc2c1)NC(Cc1c[nH]c2ccccc12)C(=O)O (stereo not given)	/	/	3%	/	-28%	51%[activator]	/	-2%	-8%
29	O=C(Nn1cnnc1)C1Cc2ccccc2CN1S(=O)(=O)c1ccc(F)cc1 (stereo not given)	-28%	4%	0%	-2%	-21%	-5%	21%[12.7 µM]	1%	-3%
30	COc1ccc(/C=N/Nc2ccccc2)cc1Cn1nc(C)c([N+](=O)[O-])c1C	-17%	0%	-4%	0%	-20%	13%	-17%[12.7 µM]	-1%	-2%
31	COc1ccc(CN(C(=O)c2cc(=O)c3ccccc3o2)C2CCS(=O)(=O)C2)cc1 (stereo not given)	8%	-21%	-18%	0%	?	20%	2%	9%	0%
32	O=C(NCc1ccccn1)C(=O)NCC1OCCN1C(=O)c1ccc(Cl)cc1 (stereo not given)	/	/	-12%	/	-13%	4%	/	/	0%
33	O=C(Nc1ccc2ccccc2c1)C(=O)C1C(=O)Nc2ccccc21 (stereo not given)	-12%	-2%	/	2%	/	/	/	0%	/
34	COC(=O)c1c(C)n(-c2ccc(C)cc2)c2ccc(O)cc12	2%	0%	-13%	-10%	-24%	-10%	?	1%	-12%
35	COc1cccc(-c2nnc3n2N=C(C(C)(C)C)CS3)c1	17%	-9%	-3%	-1%	-4%	14%	-5%[12.7 µM]	-1%	-20%
36	Cc1ccccc1C(=O)NNC(=O)CSc1nc2ccccc2c(=O)[nH]1	7%	0%	-9%	-3%	1%	34%[activator]	19%[59 µM]	2%	-1%
37	CC(Oc1ccc(Br)cc1)C(=O)N(C)CC(=O)Nc1ccc(N2CCOCC2)cc1 (stereo not given)	/	-10%	-11%	/	-31%	23%	50µM*	-13%	-13%
38	CCN(CC)CCN(C(=O)c1ccc2c(c1)OCCO2)c1nc2cc(C)cc(C)c2s1	-30%	?	?	3%	?	12%	/	-6%	-11%
39	CN(C(=O)c1ccccc1-c1ccccc1C(=O)O)c1ccccc1	16%	3%	-10%	-5%	-8%	-2%	5%	11%	-7%
40	CCCCn1c(=N)n(CC(O)COc2ccccc2)c2ccccc21 (stereo not given)	37%	10%	-9%	5%	-21%	10%	-11%	5%	-7%
41	O=C(O)COc1ccccc1/C=N/NC(=O)CSc1nc2ccccc2n1Cc1ccc(Cl)cc1	5%	?	-22%	-4%	-29%	22%	/	12%	-5%
42	COc1ccc(CCn2nnnc2C(C(C)C)N2CCN(c3ncccn3)CC2)cc1OC (stereo not given)	1%	-22%	-16%	0%	16%[57.1 µM]	-3%	-4%[59 µM]	-5%	0%
43	COc1ccc(/C=N/NC(=O)c2cc3cc(OC)c(OC)cc3[nH]2)cc1	6.3µM*	-11%	?	-8%	-27%	-22%	-7%	-29%	-76%
44	O=C(CCN1CCCCC1)NCC1OCCc2ccccc21 (stereo not given)	27%	?	0%	0%	-6%	3%	6%[12.7 µM]	3%	-9%
45	COc1ccc(OC)c(-n2c(SC)nnc2-c2c[nH]c3ccccc23)c1	14%	2%	-15%	-3%	-19%	-15%	?	0%	2%
46	CC(NC(=O)OCc1ccccc1)C(=O)NCC(=O)NC(Cc1ccc(OC(C)(C)C)cc1)C(=O)OC(C)(C)C (stereo not given)	-3%	4%	-34%	-8%	-14%	28%	1%[59 µM]	-8%	-19%
47	CN1C(C(=O)Nc2ccc(OC(F)(F)F)cc2)=CC(c2ccco2)=NS1(=O)=O	0%	?	-28%	-14%	?	62%[activator]	/	-17%	-16%
48	COc1ccc(N2CCN(C(=O)NC(=O)c3ccccc3)CC2)cc1	78%	-4%	6%	4%	-16%	12%	7%	-1%	-15%
49	Cc1cc(C)cc(NC(=O)CSc2nc3nc(C)cc(C)c3c(=O)[nH]2)c1	/	-25%	-21%	/	-4%	12%	28%[12.7 µM]	39%	0%
50	Cc1ccc(C(=O)OCc2ccc3c(c2)OCO3)cc1S(=O)(=O)N1CCCCC1	-14%	-2%	-16%	-8%	8%	2%	39%[59 µM]	-6%	0%

Part of the list above, field by field.
#47 CN1C(C(=O)Nc2ccc(OC(F)(F)F)cc2)=CC(c2ccco2)=NS1(=O)=O
- POLB inh: 0%
- BAZ2B inh: ?
- Pol eta inh: -28%
- BLM inh: -14%
- JMJD2A Tudor: ?
- Pol iota inh: 62%[activator]
- G9a inh: /
- APE1 inh: -17%
- Pol kappa inh: -16%

#48 COc1ccc(N2CCN(C(=O)NC(=O)c3ccccc3)CC2)cc1
- POLB inh: 78%
- BAZ2B inh: -4%
- Pol eta inh: 6%
- BLM inh: 4%
- JMJD2A Tudor: -16%
- Pol iota inh: 12%
- G9a inh: 7%
- APE1 inh: -1%
- Pol kappa inh: -15%

Screens as filed in PubChem BioAssay.

An excerpt (hit frequency here may not be typical).
